Screens (PubChem)
OX1R antagonist: human HCRTR1 antagonism | AID 434989 | CHO/OX1R cells, Fluo-8 calcium fluorescence, orexin A | inhibition, % at 5 µM | hit rate 0.43% among 330,000 | O43613;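 active = inhibition above its plate's threshold, mean inhibition of all tested compounds on the plate plus 3 SD, cut at about 37% in these data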;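 also: 0% = orexin A challenge wells and 100% = SB-334867-A antagonist wells; not every result past the cut was called active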
Target sequence (O43613 whole entry, looked up): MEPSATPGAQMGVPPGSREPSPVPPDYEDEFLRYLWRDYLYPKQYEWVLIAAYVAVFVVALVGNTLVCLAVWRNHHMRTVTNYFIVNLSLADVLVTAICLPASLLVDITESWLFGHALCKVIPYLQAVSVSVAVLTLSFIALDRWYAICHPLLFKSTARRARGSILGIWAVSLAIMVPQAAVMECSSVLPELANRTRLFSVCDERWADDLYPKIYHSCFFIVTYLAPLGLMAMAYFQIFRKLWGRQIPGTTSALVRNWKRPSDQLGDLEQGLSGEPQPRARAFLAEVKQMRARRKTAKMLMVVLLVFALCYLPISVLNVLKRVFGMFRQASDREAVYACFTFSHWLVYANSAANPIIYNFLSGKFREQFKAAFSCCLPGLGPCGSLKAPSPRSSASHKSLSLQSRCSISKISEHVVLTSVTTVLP
CHT allo act: allosterically activates the human high affinity choline transporter. AID 488977. CHT-expressing cells, membrane potential dye, choline EC20; active compounds read high; LV-AA mutant CHT in HEK293 cells. Q9GZV3. hit rate 0.49% among 310,000. B-score at 10 µM;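 active = initial fluorescence not abnormally high and integrated response B-score, plate-corrected, over 3 SD above library mean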
Target sequence (Q9GZV3 whole entry, looked up): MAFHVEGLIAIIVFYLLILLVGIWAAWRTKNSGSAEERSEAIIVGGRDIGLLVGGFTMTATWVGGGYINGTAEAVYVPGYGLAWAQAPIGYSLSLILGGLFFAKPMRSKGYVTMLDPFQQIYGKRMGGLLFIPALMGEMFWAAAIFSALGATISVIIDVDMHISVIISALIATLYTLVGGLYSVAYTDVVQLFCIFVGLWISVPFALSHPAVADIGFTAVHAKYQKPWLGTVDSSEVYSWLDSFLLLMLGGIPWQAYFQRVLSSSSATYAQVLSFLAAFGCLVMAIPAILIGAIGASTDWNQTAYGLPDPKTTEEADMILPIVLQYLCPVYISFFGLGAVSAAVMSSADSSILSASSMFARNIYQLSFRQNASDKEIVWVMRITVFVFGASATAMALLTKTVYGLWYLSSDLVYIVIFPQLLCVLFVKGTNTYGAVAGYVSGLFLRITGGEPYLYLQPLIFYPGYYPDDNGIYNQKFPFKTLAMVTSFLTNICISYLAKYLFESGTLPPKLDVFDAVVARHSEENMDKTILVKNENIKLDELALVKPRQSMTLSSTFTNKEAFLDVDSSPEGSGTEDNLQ
Starred values were filed as active, the others as inactive; i = inactive; . = no result given.

structure	OX1R antagonist	CHT allo act
NC(=O)c1c(-c2cccs2)csc1N	-15	i
Cc1nc(S(=O)(=O)c2ccc(Cl)cc2)c(N(C)C)o1	-2	i
Cc1csc(SCC(=O)NCCc2ccc(Cl)cc2Cl)n1	-8	i
COc1cc(OC)c(-c2c3cc(O)c(=O)cc-3oc3cc(O)c(O)cc23)cc1OC	105*	i
O=C(/C(=C/c1ccc(Cl)cc1)c1nc2ccccc2[nH]1)c1ccccc1	-10	i
CCOC(=O)NN=C1c2ccccc2-c2ccccc21	.	i
O=C(NCC1CCCN1S(=O)(=O)c1cccs1)C(=O)Nc1ccc(F)cc1 (centres undefined)	-17	i
Cc1cccc2c3c([nH]c12)CCN(C)C3	-9	i

(listing goes on)
structure	OX1R antagonist	CHT allo act
COC(=O)[C@@H]1C[C@@]2(O)[C@@H](O)[C@@H](O)[C@@H](O)C[C@H]2N1CC1CCCCC1	-5	i
COc1cc(C=O)ccc1OCCOCCOc1ccccc1Cl	-12	i
CC(=O)c1c(C)n(-c2ccc(Cl)cc2)c2ccc(O)cc12	-9	i
CC(=O)c1cccc(NC(=O)CC2Oc3ccc(C)cc3NC2=O)c1 (centres undefined)	-20	i
CCC(C(=O)NC1CCCC1)N(C(=O)c1snc(C(N)=O)c1N)c1ccc(OC)cc1 (centres undefined)	-17	i
Cc1ccc2c(C)c(C(=O)N3CCC(O)(c4ccccc4)CC3)oc2c1C	-23	i
O=C(NCCCN1CCOCC1)C(=O)N/N=C/c1ccccc1	-5	i
COc1ccc(C2C(C#N)=C(N)N(c3ccccc3C#N)C3=C2C(=O)CCC3)cc1CN1CCCC1 (centres undefined)	-2	i

Additional records.
structure	OX1R antagonist	CHT allo act
COC(=O)C/C=C/N(Cc1ccccc1OC)S(=O)(=O)CCl	-1	.
COc1cc(NC(=S)NC(=O)c2ccccc2F)ccc1NC(=O)c1cccs1	-38	i
CC(C)OCCCNC(=O)CNC(=O)c1cccs1	-5	i
O=C(Cn1c(CO)nc2ccccc21)Nc1cc(C(F)(F)F)ccc1N1CCOCC1	-17	i
CCC(C)NC(=O)c1c(F)c(F)c(F)c(F)c1F (centres undefined)	-7	i
O=C(CN1CCN(Cc2ccc3c(c2)OCO3)CC1)N1CCc2[nH]c3ccc(F)cc3c2C1	-14	i
C(C#CCCCCCCCCC[n+]1ccccc1)#CCCCCCCCCC[n+]1ccccc1	20	7.6*
O=C(c1cc2cc(Cl)ccc2o1)N1CCCC1	1	i

Going on with the list:
structure	OX1R antagonist	CHT allo act
O=S(=O)(NCc1ccccn1)c1ccc(Cl)c(C(F)(F)F)c1	-25	i
COc1ccc(C2=Nn3c(nnc3-c3cc(C)[nH]n3)SC2)cc1	-8	i
Cn1c(=O)[nH]c2cc(Cl)cnc21	-2	i
COc1ccc(CNC(=O)CN2C(=O)COc3ccc(S(=O)(=O)NC4CCCC4)cc32)cc1	-11	i
S=C(Nc1ccc2nsnc2c1)N1CCCCC1	-2	i
Cc1cc(=S)cc(C)n1CCCn1ccnc1	-2	i
O=c1c(Cl)c(NCC2CCCO2)cnn1C12CC3CC(CC(C3)C1)C2 (centres undefined)	-16	i
N#Cc1ccsc1NC(=O)C1=COCCO1	-5	.

Going on with the list.
structure	OX1R antagonist	CHT allo act
CC1=Nn2c(nnc2-c2ccccc2)SC1	-4	i
Cn1nnnc1Sc1ncnc2scc(-c3ccc(Cl)cc3)c12	-34	.
O=C(CCSc1nnc(-c2ccc(O)cc2)o1)N1CCOCC1	-12	i
O=C1N=c2ccccc2=C1c1sc(=S)n(-c2ccc(O)cc2)c1O	-11	i
NC(=O)NC(CC(=O)N1CCc2ccccc2C1)c1ccc(Cl)cc1 (centres undefined)	-9	i
Cc1cc(C)nc(N2CCCC(C(=O)NCC(c3ccccc3)c3ccccc3)C2)n1 (centres undefined)	-45	i
CCN(C(=O)c1cc(Cl)ccc1OC)c1ccccc1	-9	i
Cc1ccc(-c2c(C(=O)O)c(C(=O)O)c3n2CSC3)cc1	6	i

(next part)
structure	OX1R antagonist	CHT allo act
CCN(CC)S(=O)(=O)c1ccc(Cl)c(C(=O)NCCN2CCOCC2)c1	-9	i
CCCCCC(=O)NNC(=O)c1c(O)c2ccccc2n(CC)c1=O	-24	i
CC(C)c1c(C(=O)N/N=C/c2ccc3c(c2)OCO3)nnn1-c1nonc1N	-18	i
COc1cc(-c2nnc(COc3ccc(Cl)cc3C)o2)cc(OC)c1OC	-42	i
CN(CC(=O)N1CCc2ccccc21)S(=O)(=O)c1cccs1	-18	i
CCOc1ccc(S(=O)(=O)N(CC)CC)cc1NS(=O)(=O)c1ccc(F)c(F)c1F	-17	i
OCCCn1c(C2CCCN2c2nc(-c3ccc(Cl)cc3)cs2)nc2cc(C(F)(F)F)ccc21 (centres undefined)	-40	i
CCCCCCc1ccc(N2C[C@H](Cc3ccccc3)[C@@H](CC(=O)Nc3ccccc3)C2=O)cc1	-23	i

Continued:
structure	OX1R antagonist	CHT allo act
O=C(O)Cc1ccc(NC(=O)c2cnccn2)cc1	-2	i
COc1ccc(OC)c(C(=O)CN2CCN(S(=O)(=O)c3ccc(Br)cc3)CC2)c1	-15	i
Cc1cc(SCC(=O)c2cc3ccccc3o2)nc2ccccc12	30	i
Cc1ccc(OCc2nnc(SCc3nc4ccccc4[nH]3)n2Cc2ccco2)cc1	36	i
Cc1ccc(N2OC3C(=O)NC(=O)C3C2c2ccco2)cc1 (centres undefined)	-1	i
CCS(=O)(=O)NCCc1csc(-c2ccccc2)n1	-14	i
O=C(Nc1ccc2nc3n(c(=O)c2c1)CCCC3)c1cc([N+](=O)[O-])ccc1F	-4	i
C=CCNc1ccc(N2C(=O)CCCC2=O)cc1[N+](=O)[O-]	-4	i

New compounds follow:
structure	OX1R antagonist	CHT allo act
CCCN1CCN(C(=S)Nc2ccccc2C(F)(F)F)CC1	-4	i
CC(C)NS(=O)(=O)c1cc(C(=O)O)ccc1Cl	-2	i
CCOc1cccc2cc(C(=O)N3CC(C)OC(C)C3)c(=O)oc12 (centres undefined)	-16	i
Cc1ccc(NC(=O)Cc2c(O)c3ccccc3[nH]c2=O)c(C)c1	-2	i
COc1ccccc1N1CCN(C(=O)C2CCN(S(=O)(=O)c3ccc(Cl)cc3)CC2)CC1	-20	i
O=C(CCN1C(=O)C2C3C=CC(C4CC34)C2C1=O)Nc1ccc(Cl)cc1O (centres undefined)	-8	i
COc1ccc(-c2n[nH]c(=S)n2-c2ccc(Br)cc2)cc1OC	-14	i
COc1ccc(Cc2nnc(NC(=O)c3cccc([N+](=O)[O-])c3)s2)cc1	-13	i

Other structures:
structure	OX1R antagonist	CHT allo act
O=C(COC(=O)c1cccc(S(=O)(=O)N2CCCCC2)c1)NC1CCCc2ccccc21 (centres undefined)	-31	i
COc1ccccc1-n1c(CCn2nc(C)c(Br)c2C)n[nH]c1=S	-8	i
CC(=O)Nc1cccc(OCC(=O)NS(=O)(=O)c2ccc(C)cc2)c1	7	i
Cn1c(N)c(C(=O)COC(=O)C2CCCCC2)c(=O)n(C)c1=O	-10	i
Cc1ccc(-c2n[nH]c(=S)n2/N=C/c2c(C)nn(-c3ccccc3)c2C)cc1	-24	i
CC(=O)Nc1ccc(NC(=O)C(C)OC(=O)CCCc2c[nH]c3ccccc23)cc1 (centres undefined)	-13	i
CC1CC(c2ccccc2)n2nc(N3C(=O)c4ccccc4C3=O)nc2N1 (centres undefined)	-4	i
Cc1ccc(NC(=O)CC(C)CC2=NS(=O)(=O)c3ccccc3N2)cc1 (centres undefined)	4	i

The list continues:
structure	OX1R antagonist	CHT allo act
Cc1cc(C)c(NC(=O)C[N+](C)(C)CC(O)COc2cccc3ccccc23)c(C)c1 (centres undefined)	-19	i
NS(=O)(=O)c1ccc(S(=O)(=O)N2CCCC2)cc1	-1	i
CCSC1=C(C#N)C2(CCCCC2)C2=C(CC(C)(C)CC2=O)N1	-40	i
Cc1ccc(C)c(N2CCN(C(=O)C3CCCN(S(=O)(=O)c4c(C)noc4C)C3)CC2)c1 (centres undefined)	-31	i
CCO[C@H]1OC(C(=O)NCc2nc3ccccc3[nH]2)=C[C@@H](c2ccc(C(F)(F)F)cc2)[C@@H]1CCCO	-20	i
Cc1ccc(N2C(S)=C(C#N)C(=O)NC2c2ccco2)cc1 (centres undefined)	5	i
N#CCCN(C(=O)COc1ccc(Br)cc1F)c1ccc(F)cc1	0	i
CCOCC(=O)Nc1cc(C(=O)Nc2cc(C)cc(C)c2)ccc1Cl	-22	i

More entries
structure	OX1R antagonist	CHT allo act
COc1cccc(CN(C(=O)COc2ccc(Cl)cc2)C2CCS(=O)(=O)C2)c1 (centres undefined)	-9	i
CC(=O)Nc1ccc(NC(=O)COC(=O)c2ccco2)cc1	-11	i
O=C(COC(=O)c1cc(S(=O)(=O)N2CCCCC2)ccc1N1CCOCC1)c1ccc(F)cc1	-34	i
Cc1cc(NC(=O)c2cccc(N3C(=O)CCC3=O)c2)no1	-6	i
Cc1ccc2[nH]c(=O)c3cc(C(=O)NC(C)C)sc3c2c1	-20	i
COC(=O)CNC(=O)C(Cc1ccccc1)NS(=O)(=O)c1ccc2c(c1)c(=O)n(C)c(=O)n2C (centres undefined)	6	i
Cc1oc(-c2cccc(C(F)(F)F)c2)nc1CN1CCN(c2ccccn2)CC1	-34	i
Cn1nnnc1SCC(=O)Nc1c(Cl)cccc1Cl	-3	i

Going on with the list.
structure	OX1R antagonist	CHT allo act
COC(=O)COc1ccc(S(=O)(=O)NCCC2=CCCCC2)cc1	-4	i
COc1cccc(NC(=O)COC(=O)c2sccc2C)c1	-11	.
N#C/C(=C\c1cccc2ccccc12)c1nn(-c2ccccc2)c(N)c1C#N	-17	i
O=[N+]([O-])c1ccc(OCCn2cncn2)cc1	-8	i
COc1ccc(OCCNc2cc(N3CCOCC3)ccc2[N+](=O)[O-])cc1	-25	i
Cc1cc(=O)[nH]c(SCC(=O)Nc2ccc(C(=O)O)cc2)n1	4	i
CSc1nnc(CNS(=O)(=O)c2ccc(Br)cc2)n1C	0	i
COCCCNC(=O)CCSc1ccc(Cl)cc1	-12	i

A stretch from the list above, as a working copy:
structure	OX1R antagonist	CHT allo act
COC(=O)COc1ccc(S(=O)(=O)NCCC2=CCCCC2)cc1	-4	i
COc1cccc(NC(=O)COC(=O)c2sccc2C)c1	-11	.

(further entries)
structure	OX1R antagonist	CHT allo act
COc1ccc(S(=O)(=O)N(C)CC(=O)Nc2ccccc2SC)cc1	-19	i
COc1ccc(/C=N/NC(=O)c2cc(-c3ccccc3OC)nc3ccccc23)cc1COC(C)=O	-21	i
NC(=O)C1CCCc2c1n(Cc1ccccc1)c1ccccc21 (centres undefined)	.	i
Cc1cc(C)cc(-n2ncc3c2CCCC3NC(=O)c2cc(C)n(C)n2)c1 (centres undefined)	-18	i
CN1C(=O)C(=O)/C(=C(/O)c2ccc(Br)cc2)C1c1ccccc1F (centres undefined)	-10	i
O=C(CCc1nc2ccccc2c(=O)[nH]1)NNC(=O)COc1ccccc1Cl	4	i
COc1ccc(OC)c(S(=O)(=O)N2CCN(c3c(C)cccc3C)CC2)c1	-29	i
C[C@H](NC(=O)OC(C)(C)C)C(=O)N/N=C/c1cccc2nccnc12	-4	i

(list continues)
structure	OX1R antagonist	CHT allo act
CCOC(=O)c1c(NC(=O)CSc2nnc(-c3c[nH]c4ccccc34)n2C)sc2c1CCCC2	1	i
O=S(=O)(c1ccc2nnn(O)c2c1)N1CCCCC1	-13	i
CCS(=O)(=O)NCCCCc1ccccc1	-8	i
Cc1nc(-c2ccccc2)sc1C(=O)CSc1ccc(F)cc1	-26	i
CCSc1ncccc1-c1nc2ccccc2[nH]1	-22	i
Cc1ccc(NC(=O)COC(=O)COc2cccc3c2OC(C)(C)C3)c(C)c1	-11	i
Cc1cc(NC(=O)CSc2nnnn2-c2cc(Cl)ccc2C)no1	-3	i
Cc1cc(=O)oc2cc(NC(=O)C3COc4ccccc4O3)ccc12 (centres undefined)	3	i

Other compounds
structure	OX1R antagonist	CHT allo act
CN(C)S(=O)(=O)c1ccc(C(=O)OCC2CCCO2)cc1 (centres undefined)	.	i
CN(CC(=O)Nc1ccccc1C(F)(F)F)C(=O)CCc1nc2ccccc2c(=O)[nH]1	-10	i
O=C(c1ccc(Br)o1)N(Cc1ccccc1)Cc1ccccc1	-51	i
O=C(Nc1ccc2ccccc2c1)c1ccc2[nH]c(=O)c(=O)[nH]c2c1	-15	i
CCOC(=O)C1CCCN(CC(=O)NC2CC2)C1 (centres undefined)	-7	i
CNc1ccc(C(=O)OCC(=O)NCc2ccc3c(c2)OCO3)cc1[N+](=O)[O-]	-13	.
CCOC(=O)C1C(=O)C=C(N2CCOCC2)CC1c1cccc(OC)c1 (centres undefined)	-22	i
Cc1ccccc1NC(=O)CSc1nnc2ccc(-c3ccccn3)nn12	-43	i

Entries shown so far that contain a nitro group on carbon (six):
structure	OX1R antagonist	CHT allo act
O=C(Nc1ccc2nc3n(c(=O)c2c1)CCCC3)c1cc([N+](=O)[O-])ccc1F	-4	i
C=CCNc1ccc(N2C(=O)CCCC2=O)cc1[N+](=O)[O-]	-4	i
COc1ccc(Cc2nnc(NC(=O)c3cccc([N+](=O)[O-])c3)s2)cc1	-13	i
O=[N+]([O-])c1ccc(OCCn2cncn2)cc1	-8	i
COc1ccc(OCCNc2cc(N3CCOCC3)ccc2[N+](=O)[O-])cc1	-25	i
CNc1ccc(C(=O)OCC(=O)NCc2ccc3c(c2)OCO3)cc1[N+](=O)[O-]	-13	.

Continued.
structure	OX1R antagonist	CHT allo act
CC(=O)Nc1cccc(C(=O)/C=C/c2ccco2)c1	-34	i
COc1ccc(OCc2nnc(SCc3ccc(C(=O)O)cc3)o2)cc1	-12	i
Cc1c(C(=O)Nc2c(F)cccc2F)sc2ncnc(N3CCN(c4ccccc4)CC3)c12	1	i
Cc1cc(C)cc(NC(=O)C2CCN(S(=O)(=O)c3ccc4c(c3)NC(=O)C(C)S4)CC2)c1 (centres undefined)	14	i
O=c1c2ccccc2[nH]c(=S)n1CCCN1CCN(C2CCCCC2)CC1	-27	i
CCOc1ccc(CCNC(=O)CSCC(=O)Nc2cccc(C)c2)cc1OCC	-29	i
